High-throughput results: PubChem BioAssay, several laboratories
OPRM1-OPRD1 inv = mu-delta opioid heterodimer inverse agonism; inhibition, % at 9.3 µM; 340,000 tested, 0.21% active; cell-based MOR-DOR heterodimer luminescence; in the data active means inhibition above about 22%, passing the limit was not always enough;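 further: 0% = cells with DMSO and 100% = wells without cells with DMSO; values of inactives mirror those of a sister screen read the other way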
Target sequence (P35372 whole entry, looked up): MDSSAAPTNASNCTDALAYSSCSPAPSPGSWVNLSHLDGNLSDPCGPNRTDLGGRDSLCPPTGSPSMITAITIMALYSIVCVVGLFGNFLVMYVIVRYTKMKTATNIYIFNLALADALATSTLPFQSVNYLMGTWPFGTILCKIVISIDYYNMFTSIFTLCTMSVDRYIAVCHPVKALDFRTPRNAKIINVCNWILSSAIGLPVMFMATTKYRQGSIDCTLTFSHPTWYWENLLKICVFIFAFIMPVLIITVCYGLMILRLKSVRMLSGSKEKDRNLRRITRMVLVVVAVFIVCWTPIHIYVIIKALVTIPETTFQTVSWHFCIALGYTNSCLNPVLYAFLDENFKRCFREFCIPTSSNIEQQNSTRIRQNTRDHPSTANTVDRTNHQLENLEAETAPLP
Target sequence (P41143 whole entry, looked up): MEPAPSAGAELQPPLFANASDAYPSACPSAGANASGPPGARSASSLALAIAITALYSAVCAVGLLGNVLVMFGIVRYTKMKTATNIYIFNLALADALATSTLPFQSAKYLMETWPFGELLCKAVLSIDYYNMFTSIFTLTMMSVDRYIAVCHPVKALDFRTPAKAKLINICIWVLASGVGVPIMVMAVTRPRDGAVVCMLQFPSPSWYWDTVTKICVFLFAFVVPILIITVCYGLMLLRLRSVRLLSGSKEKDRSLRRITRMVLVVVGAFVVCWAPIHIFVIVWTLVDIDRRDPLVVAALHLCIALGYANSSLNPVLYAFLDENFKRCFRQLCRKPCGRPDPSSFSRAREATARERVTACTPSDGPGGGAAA
PfHsp90 yeast 2 = reduces growth (ATP signal) of yeast expressing P. falciparum Hsp90 | 310,000 tested, 0.32% active | AID 504621 | S. cerevisiae expressing PfHsp90, BacTiter-Glo ATP, 48 h; yeast lacking PDR1 and PDR3 efflux regulators | inhibition, % at 9.4 µM;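 active means every replicate shows inhibition above about 80%, whatever the replicate mean, limit read from the data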;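 further: 0% = DMSO neutral controls and 100% = 20 µM radicicol positive controls; yeast relying on Plasmodium falciparum Hsp90 in place of its own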
Mot1-301 SUMO = SUMOylation pathway inhibition by Mot1-301 growth rescue | S. cerevisiae Mot1-301 growth rescue, ATP luminescence, 38.5C; percent above DMSO median, 100 means doubled | growth rescue, % at 18.8 µM | 320,000 tested, 1% active;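 active means every valid replicate shows activation above 250% relative to neutral control wells; inactive means the rest, any valid replicate at or below 250%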;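 further: OY570 slx delta 5 strain wells were the positive control but not used for scaling; some compounds called inactive have numbers as strong as hits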
PKA-R2B act = activators of human PKA-R2B complex | PKA-R2B holoenzyme dissociation, Cy5-IP20 fluorescence polarization; R2B truncated from residue 108, S112A mutant; 0% DMSO only, 100% 113 µM cGMP | 340,000 tested, 0.079% active | activation, % at 11.4 µM;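 active means activation above a cutoff set at the mean over all compounds plus 3 SD, cut at about 18% in these data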;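 further: higher means more holoenzyme dissociation and a rise in polarization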
Ecoli viability = bacterial growth inhibition, counter-screen for AddAB inhibitors; AID 449728; 330,000 tested, 0.27% active; E. coli V3065 growth, OD600 absorbance, 18 h; inhibition, % at 11.9 µM;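 active means inhibition above the campaign's mean inhibition across all tested compounds plus 3 SD, cut at about 9.9% in these data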;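 further: uninfected addAB+ strain grown without phage in ampicillin broth; 0% = DMSO wells and 100% = ciprofloxacin 0.95 µg/ml wells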
Tat transport = E. coli Tat transport inhibition; E. coli MC4100 TorA-mCherry Tat export, fluorescence; inhibition, % at 10 µM; 340,000 tested, 0.036% active;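 active means mean replicate inhibition at least 50% and at least half of replicates individually reaching 50%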;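 further: exported cargo escapes ClpAP degradation while cytoplasmic cargo is degraded and loses fluorescence; 0% = median of neutral control wells and 100% = median of NaSCN control wells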
PKA-R1A act = activators of PKA-R1A complex; 340,000 tested, 0.083% active; activation, % at 11.4 µM; PKA-R1A dissociation, Cy5-IP20 fluorescence polarization; scaled: DMSO 0%, 113 µM cGMP 100%; AID 504707;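 active means percent activation above the mean of all tested compounds plus 3 SD, cut at about 19% in these data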;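 further: higher means more PKAc released from R1A so a rise in polarization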
HTR5A inv ag = HTR5A inverse agonism, opioid heterodimer counter-screen. 340,000 tested, 0.083% active. AID 504634. HTR5A cell line, luminescence. inhibition, % at 9.3 µM; in the data active means inhibition mostly above about 23%, no sharp cut-off; inactive means mostly below about 18%;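 further: 0% = cells with DMSO and 100% = no-cell wells with DMSO; some compounds called inactive have numbers as strong as hits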
phage Ecoli inh = E. coli growth loss with phage present | growth absorbance | inhibition, % at 11.9 µM | 360,000 tested, 0.26% active | AID 651602; in the data active means inhibition above about 11%
AddAB inh = less growth of phage-infected E. coli with AddAB; E. coli expressing H. pylori AddAB, absorbance growth; inhibition, % at 11.9 µM; 330,000 tested, 0.29% active; AID 435030; in the data active means inhibition above about 12%;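 further: 0% = vehicle wells of infected cells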
OPRM1-OPRD1 ag = agonists of human mu-delta opioid receptor heterodimerization; cells, OPRM1-OPRD1 heterodimerization, luminescence; activation, % at 9.3 µM; 340,000 tested, 0.3% active; P35372+P41143; in the data active means activation above about 18%;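 further: 0% = vehicle-treated cells and 100% = reference agonist; values of inactives mirror those of a sister screen read the other way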
Numbers without * were called inactive; i = inactive; x = no result given; + = active, no number.

Screens in order – OPRM1-OPRD1 ag	AddAB inh	Mot1-301 SUMO	Tat transport	Ecoli viability	PKA-R2B act	OPRM1-OPRD1 inv	phage Ecoli inh	PKA-R1A act	HTR5A inv ag	PfHsp90 yeast 2
CN(C)/C=C1/C(=O)NC(=O)N(CCNc2ncc(C(F)(F)F)cc2Cl)C1=O
→ -1.4	0.4	644	5	-0.8	-9	8	3.9	7	0	10
CCN1C(=O)C(=C2C=C(C)N(Cc3ccco3)C(C)=C2)C(=O)N(CC)C1=S
→ 0.8	0.2	404	2	-3.3	-15	-6	3.9	3	7	8
Cc1cccc(CN2CCCN(Cc3ccc(Cl)cc3)S2(=O)=O)c1
→ -0.1	3.7	1	7	0.7	-2	1	1.5	-1	-2	16
OCCCCO
→ -3.0	i	9	-1	-1.6	i	16	i	i	3	x
O=C1NC(=O)C(=Cc2cc(Cl)ccc2OCc2ccc(C(=O)O)cc2)C(=O)N1
→ -1.3	2.5	-5	-6	3.3	-21	6	4.2	12	-19	-26
CN1c2ccc([N+](=O)[O-])cc2CC2(C(=O)NC(=O)N(c3ccccc3)C2=O)C1c1ccccc1 (stereo unspecified)
→ -0.4	1.8	8	-9	-0.5	-7	2	3.4	2	10	8
O=c1c2cc(Br)ccc2[nH]c(=S)n1-c1ccccc1
→ -1.6	0.0	11	9	0.4	-1	8	4.2	11	0	-5
Cc1cc(=O)oc2cc(OCC(=O)N3CCC(C(=O)O)(c4ccccc4)CC3)ccc12
→ -0.7	1.7	1	-8	0.7	4	4	1.2	-3	-17	4
COC(=O)C1=C(c2ccc(OC)c(OC)c2)C[C@@H]2CC[C@H]1N2C(=O)NCc1cc(C)oc1C(F)(F)F
→ 1.0	3.0	-18	-6	0.9	-6	-5	1.3	-2	-11	2
CN(C)C=C1C(=O)N(C2CCCCC2)C(=O)N(C2CCCCC2)C1=O
→ -3.3	2.3	4	-9	0.1	-6	16	0.4	-7	9	x
CC(=O)c1cccc(OCC(=O)N2CCN(CC(=O)Nc3cccc(F)c3)CC2)c1
→ -3.4	2.4	5	10	1.2	0	14	-0.1	1	4	31
C1CCC2S[C@H]3CCCCC3NC2C1 (stereo partly specified)
→ -2.7	5.5	-2	-7	1.6	7	13	4.0	-13	-8	-1
Oc1c(Br)cc(-c2ccccc2)cc1Br
→ 0.5	x	x	-5	x	-3	-3	0.0	-5	12	-29
Cc1cccc(NC(=O)N2CC3CC(C2)c2cccc(=O)n2C3)c1 (stereo unspecified)
→ -1.3	-0.4	447	-3	2.6	5	5	0.2	-7	-5	23
CC(C(=O)N1CCC2(CC1)OCCO2)C1Sc2ccccc2NC1=O (stereo unspecified)
→ -1.4	1.3	149	-6	2.7	4	7	0.5	2	-1	-5
COc1ccc(N2C(=O)CC(N3CC=C(c4ccccc4)CC3)C2=O)cc1 (stereo unspecified)
→ 0.7	4.0	200	11	2.1	-7	-4	2.6	13	-3	28
CC1CN=C(Nc2ccc(N(C)C)cc2)S1 (stereo unspecified)
→ -1.3	-3.1	-9	6	0.7	-3	7	1.9	-13	-25	-3
O=c1[nH]c(=O)n(-c2cccc(Cl)c2)c(O)c1C=NCCN1CCCCC1
→ -0.4	0.9	9	-16	1.6	1	2	1.9	9	-9	10
COc1ccc(-n2c(O)c(C=NCc3ccc4c(c3)OCO4)c(=O)[nH]c2=O)cc1
→ -1.0	0.7	-12	2	2.3	0	5	0.5	13	-24	5
COCCCn1c(-c2ccc(OC)cc2)cc(C(=O)NC2CCCCCCC2)c1C
→ -1.3	2.3	-8	2	-1.8	-7	8	2.6	-11	6	-36
COCC(C)OC(=O)c1c(N)n(Cc2ccco2)c2nc3ccccc3nc12 (stereo unspecified)
→ -5.8	2.0	-13	-4	-1.3	0	24	1.4	-2	-1	-51
O=C(Cc1ccccc1)N1CCN(C/C=C/c2ccccc2)CC1
→ 0.7	0.0	x	0	0.5	2	-4	4.0	-2	-21	4
Nc1cc(Cl)cc(C(=O)O)c1Cl
→ -2.5	2.2	-1	8	2.3	7	13	2.1	-4	-20	-2
CC(=O)c1cn(CCCOc2ccccc2)c2ccccc12
→ 3.9	1.6	-14	6	-1.5	-4	-26	2.2	5	-10	3
CCOc1cc2c(cc1OCC)-n1cccc1C(c1ccc(C)cc1C)NC2 (stereo unspecified)
→ 0.4	1.2	-7	-1	2.8	3	-2	1.7	7	-9	6
CCOC(=O)Cn1cc([N+](=O)[O-])nc1[N+](=O)[O-]
→ 4.9	8.9	5	-20	7.1	3	-27	2.6	-7	-9	-4
CC(C)C12CN3CCN(CC(C3)C1O)C2 (stereo unspecified)
→ -1.4	0.4	5	-5	-1.2	-3	8	0.6	-6	-2	11
CN1C(=O)NC(=O)[C@]2(Cc3ccccc3N3CCN(c4ccccc4)CC32)C1=O (stereo partly specified)
→ -1.1	2.6	663*	-1	-0.7	0	7	1.2	-5	18	-7
C[N+]1(C)C2CCC1CC(OC(=O)C(CO)c1ccccc1)C2 (stereo unspecified)
→ -0.5	-0.2	16	3	0.7	5	2	1.6	-6	27	-26
CC(C)COC(=O)c1ccccc1C(=O)OCC(C)C
→ 0.7	4.7	-13	6	3.9	-4	-3	3.2	-5	0	-17
N[C@@H](CCl)C(=O)O
→ -2.3	-3.8	102	-11	-0.6	-2	13	4.6	0	2	-11
N#CCCn1cc(C(=O)NCc2ccccc2)c(-c2ccccc2)n1
→ -1.3	-0.3	313	2	-1.1	0	6	3.5	-1	11	-5
CCC(=O)O[C@@H]1[C@@H](OC(C)=O)[C@@]2(O)C(C[C@H](O)C2(C)C)[C@](C)(O)[C@H]2CC[C@@H]3[C@@H](O)[C@]12C[C@@]3(C)O (stereo partly specified)
→ -1.1	0.3	116	1	-0.9	6	6	1.3	10	-16	12
COC1=C(OC)[C@]23CCc4ccc(OC)c(OC)c4[C@]2(CCN3C)CC1=O
→ 1.9	1.4	2	1	-0.1	-6	-10	-1.0	0	-6	-19
c1ccc2[nH]c(CCNC3CCCCC3)nc2c1
→ -2.4	3.4	-4	15	-0.9	-13	12	3.4	-6	4	11
CCOC(=O)c1c(C=O)c2ccccc2n1Cc1ccccc1F
→ 1.0	-0.1	-2	2	2.2	1	-6	-0.5	2	10	-2
CCc1cc2c(s1)NC(=O)CN=C2c1cccs1
→ -2.1	3.2	-7	8	0.2	1	11	1.9	-9	6	x
CCC1(CCC(C)C)C(=O)NC(=S)NC1=O
→ -2.9	x	x	2	x	-10	15	1.2	4	0	11
CC(=O)c1cn(Cc2ccccc2F)c2ccccc12
→ 0.3	x	x	7	x	6	-1	3.2	16	7	-7
Cc1ccc(N(C)C(=O)Oc2cccc3cccnc23)cc1
→ -2.3	2.7	6	-5	-1.4	-4	13	1.4	4	15	13
CCOC(=O)C1C2NC(=O)N(Cc3ccccc3)C1(C)Oc1c(OC)cccc12 (stereo unspecified)
→ -0.3	0.9	-19	11	2.5	2	1	3.5	-8	-15	5
O=Cc1cn(Cc2ccccc2F)c2ccccc12
→ -1.6	2.0	+	-3	0.6	-8	8	4.7	-3	-4	0
CCOP(=O)(OCC)C1(O)C(=O)Nc2ccccc21 (stereo unspecified)
→ -0.8	0.2	0	13	-0.7	-1	4	3.3	-2	-2	7
CCCNC(=O)N1[C@H]2CC[C@@H]1C(C(=O)OC)=C(c1cc3ccccc3s1)C2
→ -2.9	1.8	10	1	0.7	-1	16	3.4	-1	-3	-14
Cc1nn(Cc2ccccc2Cl)c(C)c1C(=O)NC1CCCc2ccccc21 (stereo unspecified)
→ -0.6	3.4	287	-3	-3.4	-3	4	3.9	1	-3	-1
O=C(CCCOc1ccc(Cl)cc1Cl)N1CCC2(CC1)OCCO2
→ -2.2	-1.0	4	2	0.7	-2	12	2.0	-2	-37	x
CSc1nnc([C@@H](N)Cc2ccccc2)o1
→ -1.4	0.1	-12	4	0.7	16	7	2.2	2	-1	x
c1cncc(C2CCCCN2)c1 (stereo unspecified)
→ -0.8	3.2	-8	-18	0.0	0	4	0.4	7	8	6
Cc1nc2ccccc2c(=O)n1-c1cccc([N+](=O)[O-])c1
→ 0.7	-0.9	7	4	-0.3	-3	-3	0.0	-1	0	-4
CCc1ccc(/C=C(/C#N)C(N)=S)cc1
→ -3.9	0.7	x	-5	-1.7	-3	22	1.1	5	-2	12
O=C1NC(=O)C(=Cc2ccc(-c3ccc(S(=O)(=O)N4CCOCC4)cc3)o2)C(=O)N1
→ -1.8	3.1	-5	1	2.1	4	11	2.2	-4	0	-5
O=C(NC1CCCCC1)N1Cc2ccccc2-n2nncc2C1
→ -2.6	x	x	-4	x	-6	12	0.9	-6	13	-8
CCOC(=O)C1(CCOc2ccccc2)CCN(C(C)CSC)CC1 (stereo unspecified)
→ 5.2	2.0	26	-9	-1.6	2	-24	1.8	-6	-11	3
O=C1/C(=C/c2ccc3c(c2)OCO3)N2CCC1CC2
→ 2.3	3.7	26	0	-0.5	-3	-12	3.5	-6	-17	-13
O=c1c2ccccc2nc(-c2ccco2)n1-c1ccc(Br)cc1
→ -4.1	2.2	-13	16	2.8	2	21	0.8	-5	-1	2
CCn1c(=O)cc(OCC(=O)N2CCN(Cc3ccc4c(c3)OCO4)CC2)c2ccccc21
→ -1.1	2.9	-4	-7	1.8	-5	6	1.0	-11	3	-30
O=C(CN1CC(c2ccccc2)CC1=O)Nc1ccc(F)cc1 (stereo unspecified)
→ -1.0	3.2	-1	-4	-2.1	2	5	3.8	-4	11	-9
CCC(C)n1c(C)cc(C(N)=O)c1C (stereo unspecified)
→ -0.6	0.2	-1	0	-0.8	-4	3	1.1	-5	8	x
Cc1nn(Cc2ccccc2)c(Cl)c1C(=O)NC1CCCc2ccccc21 (stereo unspecified)
→ -1.1	-2.2	82	0	-4.2	-8	5	1.5	-11	13	4
COc1ccccc1N(CC(=O)NC1CCCC1)C(=O)c1cnn(C(C)C)c1
→ -1.6	1.5	359	-4	1.2	7	10	3.0	5	-4	-8

(listing goes on)
Screens in order – OPRM1-OPRD1 ag	AddAB inh	Mot1-301 SUMO	Tat transport	Ecoli viability	PKA-R2B act	OPRM1-OPRD1 inv	phage Ecoli inh	PKA-R1A act	HTR5A inv ag	PfHsp90 yeast 2
COc1ccc(-c2cc(-c3ccccc3)[n+](C)c(-c3ccccc3)c2)cc1
→ -3.8	-1.2	1	-3	0.1	-5	20	4.0	1	3	12
CCOc1ccc(Br)c(C2(O)CC(C)N(C)CC2C)c1 (stereo unspecified)
→ 1.9	1.2	9	-11	0.0	6	-11	-1.1	-1	-10	3
COc1cc(C=C2C(=O)NC(=O)NC2=O)ccc1OCc1ccc([N+](=O)[O-])cc1
→ -1.1	x	x	-2	x	-22	6	-1.0	-8	-10	6
COc1cc2[nH]c(=O)n(-c3ccc(C)cc3)c(=O)c2cc1OC
→ -1.8	x	x	0	x	-1	10	1.1	-2	19	9
Cc1cc(C)c(C(=O)CN2CCOCC2)c(C)c1
→ -2.2	2.2	870	-2	-1.8	-6	10	0.9	-10	0	-4

This is a subset; rates above refer to the full screens.
